Source: PubChem
GAA glycogen mod: qHTS Assay for Inhibitors and Activators of Human alpha-Glucosidase Cleavage of Glycogen. Lysosomal alpha-glucosidase (Homo sapiens), P10253. hit rate 0.38% among 300,000. Potency, µM (series often up to 76.4 µM), for inactives: top-dose activity change, negative = inhibition, actives largely listed as inhibitors. recombinant GAA, glycogen substrate, Amplex Red glucose oxidase fluorescence;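 further: potency means the concentration at half of the fitted maximal effect; 0% = full enzyme reaction and -100% = no-enzyme basal signal; the screen sought inhibitors and activators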
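Recombinant human alpha-glucosidase (4 nM final) hydrolysed bovine liver glycogen (30 ug) for 40 min at 37 C in pH 5.0 citrate/phosphate with 0.01% Tween-20. Released glucose detected by glucose oxidase/Amplex Red, Ex 573/Em 610 nm. Compounds up to 77 uM; AC50 from Hill fits.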
LMNA splice mod: qHTS Assay for Modulators of Lamin A Splicing; HeLa LMNA splicing GFP/RFP minigene ratio, 48 h; Potency, µM (series often up to 46.1 µM), for inactives: at the top dose ratio change, negative = inhibition, hits mostly inhibitors; hit rate 0.01% among 200,000; active means well fitted inhibition curve with a large enough effect in the signal ratio, with a control signal flat, not every such curve was filed as active; inconclusive means small, poorly fitted or top-dose-only effect, or effect the other way, or a change in a side signal; the % refers to the signal ratio; further: potency means the concentration at half of the fitted maximal effect; on the % scale 0 is the no-effect control and ±100 the full control effect
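S3 HeLa stable clones carrying a lamin A-EGFP splicing minigene plus DsRed2 were seeded at 600 cells/well in Opti-MEM with 2% FBS, pin-dosed and incubated 48 h at 37°C. Acumen cytometry (488 nm) gave the GFP/RFP total-intensity ratio.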
HTT aggregate: qHTS Multiplex Assay to Identify Dual Action Probes in a Cell Model of Huntington: Aggregate Formation (GFP) | Potency, µM (top dose mostly 46.1 µM), for the others: at the top dose activity change, negative = inhibition, hits mostly inhibitors | PC12 HttQ103-GFP aggregates, Acumen cytometry, 40 h | hit rate 1.1% among 220,000; further: potency means the concentration at half of the fitted maximal effect; on the % scale 0 is the no-effect control and ±100 the full control effect; nearly all actives have a fitted effect of over 60% in size
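Quantitative HTS on tebufenozide-induced (100 nM) PC12 cells stably expressing polyQ103 Huntingtin exon 1–GFP. Reduction of bright GFP aggregates, detected by laser scanning cytometry after lysis, identified actives across the titration.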
CBFb RUNX1 block: qHTS Assay for Compounds Blocking the Interaction Between CBF-beta and RUNX1 for the Treatment of Acute Myeloid Leukemia. AlphaScreen CBFb-His/RUNX1-biotin binding, biochemical. 230,000 tested, under 10 active. Potency, µM (highest dose often 59.8 µM), inactives show at the highest dose activity, negative = inhibition, hits mostly inhibitors; further: % of control where 0% means no effect
Target sequence (Q01196 whole entry, looked up): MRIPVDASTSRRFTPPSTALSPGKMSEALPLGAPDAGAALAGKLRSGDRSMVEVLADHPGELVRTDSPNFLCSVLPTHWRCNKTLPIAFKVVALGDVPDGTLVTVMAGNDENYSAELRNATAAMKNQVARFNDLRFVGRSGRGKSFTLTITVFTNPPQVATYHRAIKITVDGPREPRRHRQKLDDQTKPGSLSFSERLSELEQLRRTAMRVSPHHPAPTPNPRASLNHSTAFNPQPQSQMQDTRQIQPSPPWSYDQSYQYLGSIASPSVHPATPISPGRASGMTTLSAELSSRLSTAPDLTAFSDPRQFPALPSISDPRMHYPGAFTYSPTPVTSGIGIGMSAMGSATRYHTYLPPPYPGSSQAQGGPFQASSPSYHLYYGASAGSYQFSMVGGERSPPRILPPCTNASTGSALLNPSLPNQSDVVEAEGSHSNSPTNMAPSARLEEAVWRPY
Target sequence (Q13951 whole entry, looked up): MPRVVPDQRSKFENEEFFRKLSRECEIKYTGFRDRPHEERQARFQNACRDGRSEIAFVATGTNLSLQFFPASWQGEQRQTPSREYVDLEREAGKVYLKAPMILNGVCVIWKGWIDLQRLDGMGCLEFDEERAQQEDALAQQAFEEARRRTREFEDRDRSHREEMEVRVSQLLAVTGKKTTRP
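CBF-beta (His) and RUNX1 (biotin), 30 nM each; 20 min preassociation; + compound, 15 min; + beads 50 ng each (Ni, streptavidin), 90 min; RT; AlphaScreen read.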
GAA inhib: qHTS Assay for Inhibitors of Human alpha-Glucosidase as a Potential Chaperone Treatment of Pompe Disease; Lysosomal alpha-glucosidase (Homo sapiens), P10253; purified human GAA, 4-MU-alpha-glucoside fluorescence; Potency, µM (series often up to 76.9 µM), for the others: at the highest dose activity change, negative = inhibition, usual class: inhibitors; hit rate 0.005% among 200,000; AID 1466, 2008;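 further: potency means the concentration at half of the fitted maximal effect; plate controls were uninhibited enzyme wells for no effect and no-enzyme background for full effect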
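Enzyme (4 nM final) mixed with compound (up to 77 uM), then 4-MU-alpha-D-pyranoside (400 uM final) added; 20 min at room temperature, pH 5.0. Reaction stopped at pH 10, fluorescence read, AC50 derived by Hill fit.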
GAA spleen mod: qHTS Assay for Inhibitors and Activators of Human alpha-Glucosidase From Spleen Homogenate. hit rate 0.006% among 240,000. human spleen homogenate, 4-MU-alpha-glucoside fluorescence. Lysosomal alpha-glucosidase (Homo sapiens), P10253. Potency, µM (doses to about 79.9 µM), for the others: at the highest dose activity change, negative = inhibition, actives largely listed as inhibitors;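 further: potency means the concentration at half of the fitted maximal effect; 0% = enzyme with vehicle and -100% = no enzyme basal signal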
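Human spleen homogenate (1 ug) with 4-methylumbelliferyl-alpha-D-glucopyranoside (1 mM final) in 50 mM citrate/phosphate pH 5.0, 0.01% Tween-20; 40 min at 37 C. Stopped at pH 10; 4-MU fluorescence Ex 365/Em 440 nm; AC50 by Hill fit.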
HTT cytoprotect: qHTS Multiplex Assay to Identify Dual Action Probes in a Cell Model of Huntington: Cytoprotection (ATP); PC12 HTT-Q103 induced, cytoprotection, ATP luminescence, 40 h; Potency, µM (highest dose often 56.4 µM), for inactives: cytoprotection (ATP increase), most hits filed as activators; hit rate 0.14% among 230,000;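 further: potency means the concentration at half of the fitted maximal effect; % of control where 0% means no effect; nearly all actives have a fitted effect of over 45% in size; toxic huntingtin expression switched on by the ecdysone agonist tebufenozide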
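PC12 cells stably carrying ecdysone-inducible Htt exon 1 (Q103)–GFP were induced with 100 nM tebufenozide (final) alongside library compounds in a dose series. Cytoprotection was scored as retained ATP by ATPlite luminescence.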
* marks the source's active call; other numbers are inactive results; u = inconclusive; x = no result given; [ ] = another dose, or the depositor's remark. Unless noted, the call rests on the fitted dose curve; in most records, active means well fitted curve in the direction sought with a large enough effect; inconclusive means small, poorly fitted or top-dose-only effect, or another doubt; inactive means no such curve, though single readings can be large; an effect the other way counts as inactive or inconclusive.

Every second line gives: LMNA splice mod	CBFb RUNX1 block	HTT aggregate	GAA glycogen mod	HTT cytoprotect	GAA spleen mod	GAA inhib
CC(C)(CO)NC(=O)C(c1ccccc1)c1ccccc1
 : u	16%	-7%	1%	u	4%	u
Cc1ccc(C(O)(C(=O)NNS(=O)(=O)c2ccc(C)cc2)c2ccc(C)cc2)cc1
 : -7%	-8%	-30%	-12%	1%[10 µM]	6%	8%
CCCCSCc1ccc(C(=O)O)o1
 : 1%	7%	-13%	-2%	3%[10 µM]	-6%	-14%
COc1ccccc1NC(=O)Cn1nnc(-c2ccccc2NC(=O)c2cnccn2)n1
 : -11%[46 µM]	6%	5%	2%	-14%	0%	7%
CCc1cc2c(COC(=O)c3c(C)noc3C)cc(=O)oc2cc1O
 : u	8%	-10%	5%	-32%[inhibitor]	3%	4%
CC1CC2c3cccc(C(=O)O)c3C(=O)N2c2ccc(Cl)cc21 (stereo not drawn)
 : -22%[46 µM]	7%	7%	-3%	-30%	-4%	6%
CC(C)(C)C(=O)Cn1c(NCCCO)nc2ccccc21
 : 1%	5%	-12%	-10%	-12%	10%	2%
CC(C)=CCC[C@]1(C)[C@@H](CC=C(C)C)C[C@@]2(CC=C(C)C)C(=O)[C@]1(C(=O)C(C)C)C(=O)C(CC=C(C)C)=C2O
 : x	-2%	x	x	-130%[inhibitor]	-5%	x
COc1ccc2c(c1)cc1n2CCN=C1NCCO
 : 17%	3%	1%	2%	-19%	-5%	4%
Cc1cc(C)n(CC(O)CN2c3ccccc3Sc3ccccc32)n1 (stereo not drawn)
 : u	-16%	-10%	-1%	-30%	-2%	-9%
C#CCCCO/N=C1/[C@H]2O[C@@H]2[C@@H](O)[C@H]2[C@H]1CCn1c(=O)n(-c3ccccc3)c(=O)n12
 : x	12%[13.1 µM]	x	x	-13%[10 µM]	0%[17.4 µM]	x
CN1CCN(c2ccc(CNC(=O)c3cc4ccccc4o3)cc2)CC1
 : x	-3%	12%[9.22 µM]	-10%	13%[10 µM]	-4%	x
CCOC(=O)C1=C(C)N=c2s/c(=C/c3ccco3)c(=O)n2C1c1cccc(OC)c1 (stereo not drawn)
 : 2%	-4%	7%	-20%	-3%	-1%	8%
NC(=O)COC(=O)c1cccc(NS(=O)(=O)/C=C/c2ccccc2)c1
 : -2%	-1%	-12%	3%	6%[10 µM]	-9%	u
O=C(c1cnn2c(C(F)(F)F)cc(-c3ccccc3)nc12)N1CCCc2ccccc21
 : 2%	-2%	14%	5%	-10%	-4%	-1%
Cc1cc(N2C(=O)CCC2=O)ccc1NC(=O)c1cccs1
 : 8%	-2%	3%	7%	6%	-9%	-6%
COCCn1nnnc1SCC(=O)c1ccccc1
 : 3%	3%	5%	0%	4%[10 µM]	2%	0%
CCN(CC)c1ccc(NC(=O)CCS(=O)(=O)c2cccc3nsnc23)c(C)c1
 : 2%[9.22 µM]	16%	13%	0%	-29%	3%	2%
CCn1cc(CNCc2c(C(=O)N3CCCCC3)nc3c(C)cccn23)cn1
 : 7%[46 µM]	-9%	-2%[9.22 µM]	11%	7%[10 µM]	3%	-9%
C/C(=N\NC(=O)C1COc2ccccc2O1)c1cc2ccccc2o1 (stereo not drawn)
 : 10%[46 µM]	16%	-7%	1%	-58%[inhibitor]	1%	-6%
Cc1ccc2c(c1)N(C(=O)NC1CCCCC1)C(C)(C)CC2C (stereo not drawn)
 : -1%	-1%	1%	6%	13%	-13%	-1%
CC(C(=O)Nc1cccc(Br)c1)c1ccc([N+](=O)[O-])cc1 (stereo not drawn)
 : u	-6%	2%	-9%	6%[10 µM]	-10%	1%
O=C(O)c1cccc(NC(=O)C2CC(=O)N(Cc3ccccc3)C2)c1 (stereo not drawn)
 : 5%	-2%	8%	0%	-7%	2%	-13%
CC(=O)Nc1ccc(Cc2ccncc2)cc1
 : -1%	10%	6%	0%	-16%[10 µM]	-6%	-5%
COc1ccc(-c2nn(-c3ccccc3)cc2/C=C(\CC(=O)O)c2nc3ccccc3s2)cc1OC
 : -25%[46 µM]	5%	-20%	-8%	-70%[inhibitor]	0%	7%
COC(=O)C12CC3(CCC4C5C(C(OCc6ccccc6)C41)C52)OCCO3 (stereo not drawn)
 : x	8%[13.1 µM]	x	x	u	6%[17.4 µM]	x
Cc1ccc(SCCOCCN2CC(C)OC(C)C2)cc1 (stereo not drawn)
 : x	0%	-19%[9.22 µM]	-10%	-77%[inhibitor][10 µM]	4%	x
Cc1cc(NC(=O)CSc2nnc(-c3ccncc3)n2Cc2ccccc2)n(-c2ccccc2)n1
 : x	14%	27%[9.22 µM]	1%	4%[10 µM]	2%	x
COc1ccccc1-c1nc(NC2CC2)c2ccccc2n1
 : u	x	x	x	-43%[inhibitor]	-2%	x
O=C(Nn1c(Cc2cccs2)nc2ccccc2c1=O)c1cccs1
 : u	0%	1%	5%	-19%[10 µM]	5%	-5%

Given field by field: 3 of the compounds above.
COc1ccc(-c2nn(-c3ccccc3)cc2/C=C(\CC(=O)O)c2nc3ccccc3s2)cc1OC
  LMNA splice mod: -25%[46 µM] | CBFb RUNX1 block: 5% | HTT aggregate: -20% | GAA glycogen mod: -8% | HTT cytoprotect: -70%[inhibitor] | GAA spleen mod: 0% | GAA inhib: 7%

COC(=O)C12CC3(CCC4C5C(C(OCc6ccccc6)C41)C52)OCCO3 (stereo not drawn)
  LMNA splice mod: x | CBFb RUNX1 block: 8%[13.1 µM] | HTT aggregate: x | GAA glycogen mod: x | HTT cytoprotect: u | GAA spleen mod: 6%[17.4 µM] | GAA inhib: x

Cc1ccc(SCCOCCN2CC(C)OC(C)C2)cc1 (stereo not drawn)
  LMNA splice mod: x | CBFb RUNX1 block: 0% | HTT aggregate: -19%[9.22 µM] | GAA glycogen mod: -10% | HTT cytoprotect: -77%[inhibitor][10 µM] | GAA spleen mod: 4% | GAA inhib: x

Continuation:
Every second line gives: LMNA splice mod	CBFb RUNX1 block	HTT aggregate	GAA glycogen mod	HTT cytoprotect	GAA spleen mod	GAA inhib
O=C(NCCCn1ccnc1)/C(=C\c1cccnc1)NC(=O)c1ccccc1F
 : u	0%	8%[9.22 µM]	-9%	22%[10 µM]	9%	-3%
COc1cc(/C=N/NC(N)=O)ccc1OC(=O)c1cccs1
 : 1%[46 µM]	-3%	8%	-15%	1%[10 µM]	13%	u
O=C(Nc1ccc(F)cc1)Nc1ccc(Cl)cn1
 : u	1%	-16%	2%	13%	6%	-8%
O=C(COc1ccc2c(C(F)(F)F)cc(=O)oc2c1)Nc1ccc(N2CCOCC2)cc1
 : -12%	-4%	-5%	7%	2%[10 µM]	-8%	2%
O=C(C1=C[C@H](c2ccc3c(c2)OCO3)C[C@H](OCc2ccc(CO)cc2)O1)N1CCN(Cc2ccc3c(c2)OCO3)CC1
 : x	-26%	6%[9.22 µM]	-2%	14%[10 µM]	2%	x
Cc1c(C(=O)O)oc2ccc(S(=O)(=O)N(CC(C)C)CC(C)C)cc12
 : 7%	9%	-1%	5%	11%	-18%	0%
CCCn1c(C)cc(/C=C(\C#N)C(=O)OCC(=O)Nc2cc(OC)c(OC)c(OC)c2)c1C
 : -9%	-4%	-16%	7%	8%[1.9 µM]	-8%	-4%
COc1ccccc1CNc1nc(-c2ccc(C(=O)N(C)C)cc2)nc2ccccc12
 : u	x	x	x	-74%[inhibitor]	-3%	x
O=C(CCc1nnc(CCCCc2ccccc2)o1)NCCCc1cccnc1
 : x	4%	2%[9.22 µM]	15%	6%[10 µM]	-7%	u
CC(=O)Cc1ccccc1OC(=O)c1ccco1
 : 0%	-1%	13%	10%	-1%[10 µM]	-6%	-1%
Cc1ccc(S(=O)(=O)NC(C(=O)O)c2ccccc2)cc1 (stereo not drawn)
 : x	5%	-10%[9.22 µM]	-2%	26%[10 µM]	2%	-13%
c1cncc(-c2ccnc3ncnn23)c1
 : -6%	-1%	3%	9%	x	4%	4%
COc1ccccc1-c1ccc(/C=C2\C=CC(=O)O2)o1
 : x	22%	23%[9.22 µM]	-4%	-4%[10 µM]	2%	x
CCn1c(=N)c(C(=O)NCc2cccnc2)cc2c(=O)n3cccc(C)c3nc21
 : -1%	-5%	2%	-2%	19%	12%	u
COC(=O)C1=C(C)NC(=O)C1(NC(=O)c1ccncc1)C(F)(F)F (stereo not drawn)
 : x	-2%	-19%	7%	-25%	-8%	4%
C=CCNC(=S)NCc1cccnc1
 : -5%	0%	21%	-2%	x	-4%	-4%
COc1ccc(N=C2C(=Nc3ccc(OC)cc3)N(c3ccc(OC)cc3)C(=S)N2C(=O)c2ccc(OC)cc2)cc1
 : 3%	-6%	-12%	-4%	19%[10 µM]	3%	-2%
COc1ccc2c(c1OC)C(=O)N1N=C(c3ccc(Cl)cc3)CC21 (stereo not drawn)
 : -15%	3%	7%	0%	4%[10 µM]	2%	2%
COc1ccc(C)cc1N(CC(=O)N/N=C/c1ccc2c(c1)OCO2)S(C)(=O)=O
 : x	-6%	9%[9.22 µM]	3%	22%[10 µM]	3%	12%
COc1ccc(NC(=O)CSc2nc3ccccc3c(=O)n2Cc2cccs2)c(OC)c1
 : -6%	5%	u	-4%	-10%[10 µM]	-10%	0%
Cc1ccc(NC(=O)COC(=O)CNC(=O)c2ccc3ccccc3c2)c([N+](=O)[O-])c1
 : 9%	-20%	7%	5%	x	-4%	u
CC(C)CC(O)(CC(C)C)C(=O)NNc1ccccc1
 : u	10%	-2%	u	-1%[10 µM]	-3%	2%
CCCn1nnc(NC(=O)C(C)Oc2ccc(Cl)cc2Cl)n1 (stereo not drawn)
 : -9%	10%	-3%	u	-5%	-13%	0%
O=C(CSc1nc2ccccc2o1)N1c2ccccc2Sc2ccc(Cl)cc21
 : 1%	-3%	-5%	-7%	-5%	-7%	-5%
NC(=O)CSc1nc2scc(-c3ccco3)c2c(=O)n1-c1ccccc1
 : -5%	-27%	2%	-17%	10%	0%	0%
